# Source: PubChem BioAssay (National Center for Advancing Translational Sciences (NCATS))
# Abeta rescue: qHTS for compounds that reverse cellular toxicity of Amyloid beta (A-beta) peptide in yeast: Primary Screen | 0.063% of 410,000 active | AID 1347071, 2019 | yeast expressing A-beta42, growth rescue, OD600, 48 h; response scale: 0% DMSO, 100% iron-clioquinol control | Potency, µM (highest dose often 46.1 µM), inactives show top-dose growth rescue, most hits filed as activators; further: potency means the concentration at half of the fitted maximal effect; nearly all actives have a fitted effect of over 55% in size
#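 Growth rescue measured by 600 nm absorbance after 48 h yeast culture at 30 C with compound. Values normalized between DMSO and an equimolar ferric chloride plus clioquinol control.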
# PI5P4Ka inh: qHTS for Inhibitors of phosphatidylinositol 5-phosphate 4-kinase (PI5P4K) | Phosphatidylinositol 5-phosphate 4-kinase type-2 alpha (Homo sapiens), P48426 | PI5P4Kalpha enzyme, ADP-Glo luminescence, 60 min; hits give low values | max response, % | 1.2% of 330,000 active | AID 652105, 2013; active means max response of -50% or lower; inconclusive means between -30% and -50%; inactive means -30% or higher; further: value at the top dose of about 77 µM; on the % scale 0 is the no-effect control and ±100 the full control effect
#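 Luminescence from ADP-Glo served as readout of PI5P4Kalpha activity in a qHTS format. Reaction: enzyme, substrate, compound, ATP at 5 microM final, 60 min at RT.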
# WRN helicase inh: qHTS for Inhibitors of WRN Helicase | Bifunctional 3'-5' exonuclease/ATP-dependent helicase WRN (Homo sapiens), Q14191 | WRN helicase unwinding, fluorescent forked duplex, kinetic | Potency, µM (series often up to 114 µM), inactives show top-dose activity change, negative = inhibition, usual class: inhibitors | 0.46% of 360,000 active; further: potency means the concentration at half of the fitted maximal effect; on the % scale 0 is the no-effect control and ±100 the full control effect; nearly all actives have a fitted effect of over 55% in size
#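 Screening of the MLSMR collection measured strand separation of a quenched forked DNA duplex (100 nM) by 20 nM WRN with 2 mM ATP, all final. Compounds were preincubated with enzyme 15 min at room temperature.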
# FUS suppressor: qHTS for Suppressors of FUS Proteinopathy: Primary screen using FUS-linked yeast assay | S. cerevisiae FUS-expressing, growth rescue, OD600, 24 h | Potency, µM (top dose mostly 76.6 µM), inactives show at the highest dose growth rescue (activation), hits mostly activators | 0.24% of 390,000 active | AID 1347120, 2019;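 further: potency means the concentration at half of the fitted maximal effect; plate controls were DMSO vehicle for no effect and reference control for full effect; nearly all actives have a fitted effect of over 55% in size; some results filed as inactive show a strong effect at the top dose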
#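 Compound concentration series was pinned onto galactose-induced FUS-expressing yeast seeded at OD 0.005. Plates sat 24hr at 30C; absorbance at 600 nm gave growth. DMSO served as background control.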
# PLK1 PBD inh: qHTS for Inhibitors of PLK1-PDB (polo-like kinase 1 - polo-box domain): Primary Screen; Plk1 PBD binding of FITC phosphopeptide, fluorescence polarization; Potency, µM, for the others: max response, negative = inhibition, actives largely listed as inhibitors; 2.8% of 360,000 active; further: potency means the concentration at half of the fitted maximal effect; series mostly up to about 57 µM; on the % scale 0 is the no-effect control and ±100 the full control effect; nearly all actives have a fitted effect of over 65% in size
# EPAC1 antagonist: qHTS for Antagonist of cAMP-regulated guanine nucleotide exchange factor 3 (EPAC1): primary screen; Rap guanine nucleotide exchange factor 3 (Homo sapiens), O95398; EPAC1 GEF assay, Rap1b-BODIPY-GDP exchange fluorescence; Potency, µM (highest dose often 115 µM), for the others: at the top dose activity change, negative = inhibition, hits mostly inhibitors; 0.14% of 360,000 active; AID 720709, 2013;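 further: potency means the concentration at half of the fitted maximal effect; plate controls were vehicle for no effect and positive control for full effect; nearly all actives have a fitted effect of over 50% in size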
# Target sequence (O95398 whole entry, looked up): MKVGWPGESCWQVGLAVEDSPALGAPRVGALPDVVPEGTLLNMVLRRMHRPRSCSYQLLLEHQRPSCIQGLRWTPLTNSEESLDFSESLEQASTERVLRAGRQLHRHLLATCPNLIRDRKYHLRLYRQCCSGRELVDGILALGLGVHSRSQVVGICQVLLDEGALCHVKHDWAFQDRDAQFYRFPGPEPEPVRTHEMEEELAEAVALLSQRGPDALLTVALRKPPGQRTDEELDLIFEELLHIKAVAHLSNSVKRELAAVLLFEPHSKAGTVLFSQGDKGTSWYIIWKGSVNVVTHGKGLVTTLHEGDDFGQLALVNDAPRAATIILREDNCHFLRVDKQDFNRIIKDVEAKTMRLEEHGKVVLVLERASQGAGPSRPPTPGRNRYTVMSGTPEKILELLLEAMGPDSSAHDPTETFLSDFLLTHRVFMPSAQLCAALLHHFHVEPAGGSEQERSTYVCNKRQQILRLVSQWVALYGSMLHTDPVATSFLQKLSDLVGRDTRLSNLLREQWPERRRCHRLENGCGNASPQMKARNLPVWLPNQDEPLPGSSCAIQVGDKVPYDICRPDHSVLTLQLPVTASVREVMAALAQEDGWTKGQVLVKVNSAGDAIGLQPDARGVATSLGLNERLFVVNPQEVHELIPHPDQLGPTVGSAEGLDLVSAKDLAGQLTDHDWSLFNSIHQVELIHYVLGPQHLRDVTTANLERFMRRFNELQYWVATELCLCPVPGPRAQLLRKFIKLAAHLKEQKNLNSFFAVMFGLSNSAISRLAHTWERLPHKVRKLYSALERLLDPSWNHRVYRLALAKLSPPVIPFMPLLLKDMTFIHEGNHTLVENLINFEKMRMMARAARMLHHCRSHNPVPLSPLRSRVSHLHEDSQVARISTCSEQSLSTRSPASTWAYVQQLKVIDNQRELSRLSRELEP
# EPAC1 ag: qHTS for Agonist of cAMP-regulated guanine nucleotide exchange factor 3 (EPAC1): primary screen | Rap guanine nucleotide exchange factor 3 (Homo sapiens), O95398 | EPAC1 agonist qHTS, biochemical assay; response scale: 100% = response to 6.5 mM cAMP | Potency, µM (doses to about 154 µM), without a hit: at the highest dose activation, most hits filed as activators | 0.073% of 360,000 active | AID 720707, 2013; further: potency means the concentration at half of the fitted maximal effect; nearly all actives have a fitted effect of over 60% in size
#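 Nucleotide exchange assay: 100 nM EPAC1 with 250 nM Rap1B loaded with BODIPY-GDP and 50 uM GDP, room temperature. Fluorescence (480/540 nm) read every 5 min for 30 min; signal change normalized to 6.5 mM cAMP as full agonist.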
# IL-2 act: qHTS of IL-2 Activators. IL-2 activation reporter assay, cell-based qHTS; stimulated with anti-CD3/CD4/CD28 beads; in transgenic mouse T cells. 0.065% of 360,000 active. AID 652025, 2013. activation, % (series mostly up to about 46 µM); in the data active means activation above about 50%; inconclusive means mostly about 30% to 49%; further: 0% is about no effect
#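 Readout: EGFP and DsRed signals by fluorescent plate cytometry. Unstimulated transgenic mouse T cells received compound 60 min before antibody-bead stimulation, then incubated 18 h at 37 degrees C.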
# aSyn rescue: qHTS of alpha-syn Inhibitors; AID 652106, 2013; Yeast expressing alpha-synuclein, growth rescue, BacTiter-Glo, 24 h; 0.14% of 370,000 active; Potency, µM (doses to about 46.1 µM), for the others: at the top dose growth rescue (activation), usual class: activators; further: potency means the concentration at half of the fitted maximal effect; % of control where 0% means no effect; nearly all actives have a fitted effect of over 65% in size
#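 Rescue of yeast growth: cells expressing toxic alpha-synuclein, induced in galactose at OD600 0.02, incubated with compound 24 h at 30 C. ATP luminescence quantified growth; inhibitors of toxicity appear as activators.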
# Starred values were filed as active, the others as inactive; ? = inconclusive; · = no result given; [ ] = remark or other dose. Unless noted, the call rests on the fitted dose curve; in most records, active means well fitted curve in the direction sought with a large enough effect; inconclusive means small, poorly fitted or top-dose-only effect, or another doubt; inactive means no such curve, though single readings can be large; an effect the other way counts as inactive or inconclusive.
SMILES,Abeta rescue,PI5P4Ka inh,WRN helicase inh,FUS suppressor,PLK1 PBD inh,EPAC1 antagonist,EPAC1 ag,IL-2 act,aSyn rescue
CC(C)OC(=O)C(C(=O)C(F)(F)F)c1cc(NS(=O)(=O)c2ccc3ccccc3c2)c2ccccc2c1O (configuration not stated),-34%[inhibitor],-22,?,10µM*,?,?,9%,1.8,-34%[inhibitor]
O=C(Cc1ccc(Cl)cc1)Nc1ccc(S(=O)(=O)N2CCOCC2)cc1,-10%,9,1%,19%,-20%,-27%,1%,1.4,-1%
Cc1ccccc1C1N(c2nccs2)C(=O)C2CCCN21 (configuration not stated),-20%,-8,6%,-17%,-12%,17%,-2%,-2.2,-1%
CN(C(=O)COC(=O)c1ccc[nH]c1=O)C1CCCCC1,0%,5,1%,-40%,6%,4%,3%,-1.1,2%
CSCCC(NC(=O)c1ccccc1Cl)C(=O)NC1CCN(Cc2ccccc2)CC1 (configuration not stated),8%,4,-31%,25%,-8%,-8%,-5%,-2.7,-4%
CC(=O)N1C(=O)N(C)C2C1N(C(C)=O)C(=O)N2C (configuration not stated),17%,10,1%,15%,-7%,4%,-5%,0.5,2%
O=C(CN(C1CCCCC1)S(=O)(=O)c1ccc(F)cc1)NCC1CCCO1 (configuration not stated),-21%,-13,1%,14%,30µM*,-35%,-1%,-3.7,-18%
Cc1ccc(C(=O)COC(=O)C2CCC2)cc1,-13%,0,-1%,18%,-6%,-10%,-1%,-0.1,-8%
COc1ccc(C(=O)NCC(=O)NCc2ccncc2)cc1,4%,16,-3%,-11%,-1%,-1%,13%,-0.1,-6%
COc1ccc(CNC(=O)C2CCC(CNS(=O)(=O)c3cccc4nsnc34)CC2)cc1 (configuration not stated),-2%,-2,3%,-9%,2%,7%,-15%,-3.6,8%
CC(Sc1nc2scc(-c3ccccc3)c2c(=O)[nH]1)C(=O)NC(N)=O (configuration not stated),-6%,?,?,26%,?,-7%,-1%,0.7,-3%
C#CCOCCOCCOCCNc1nc(N2CCN(C(=O)CCCCCCCCCCNC(=O)[C@@H](CCC(=O)O)n3cc(CCCCCN)nn3)CC2)nc(N2CCN(C(=O)CCCCCCCCCCNC(=O)[C@H](CO)n3cc(CCCSC)nn3)CC2)n1,5%,-2,-3%,?,?,-16%,-10%,-1.9,-38%[inhibitor]
Cc1noc(C)c1COc1ccccc1C(=O)N1CCN(c2cccc(Cl)c2)CC1,-21%,3,6%,27%,0%,-8%,7%,12,19%
CCOC(=O)c1sc(=S)n(-c2ccc(Cl)cc2)c1SC,-13%,-18,4%,21%,-16%,3%,8%,3.4,0%
COc1ccc(/C=N/NC(=O)c2cccc([N+](=O)[O-])c2)cc1OC,-2%,1,-13%,-5%,-10%,-5%,-1%,-2.6,-4%
O=C(CSc1nnnn1-c1ccc(Cl)cc1)NC1CCS(=O)(=O)C1 (configuration not stated),-11%,-4,0%,9%,-2%,-8%,-8%,-0.6,-4%
O=C(NCC1CCCN1S(=O)(=O)c1cccs1)C(=O)Nc1ccccc1Cl (configuration not stated),-38%[inhibitor],-5,-4%,24%,-4%,-2%,12%,-1.4,-8%
Cc1ccccc1OC1(C)CCN(Cc2ccc3ccccc3c2)C1 (configuration not stated),2%,23,-2%,-8%,-5%,-23%,13%,-0.2,0%
NC1=NC(=Nc2ccccc2)c2ccccc21,3%,10,1%,-11%,-2%,-1%,2%,0.1,2%
NC(=O)NC(=O)COC(=O)CNS(=O)(=O)c1ccc(F)c(F)c1F,2%,0,2%,-32%,5%,-21%,2%,-0.7,5%

# Three compounds out of the list, arranged by molecular weight, ascending.
SMILES,Abeta rescue,PI5P4Ka inh,WRN helicase inh,FUS suppressor,PLK1 PBD inh,EPAC1 antagonist,EPAC1 ag,IL-2 act,aSyn rescue
Cc1ccccc1OC1(C)CCN(Cc2ccc3ccccc3c2)C1 (configuration not stated),2%,23,-2%,-8%,-5%,-23%,13%,-0.2,0%
CC(Sc1nc2scc(-c3ccccc3)c2c(=O)[nH]1)C(=O)NC(N)=O (configuration not stated),-6%,?,?,26%,?,-7%,-1%,0.7,-3%
O=C(CSc1nnnn1-c1ccc(Cl)cc1)NC1CCS(=O)(=O)C1 (configuration not stated),-11%,-4,0%,9%,-2%,-8%,-8%,-0.6,-4%

# Returning to the listing with the 2 entries that preceded the break.
SMILES,Abeta rescue,PI5P4Ka inh,WRN helicase inh,FUS suppressor,PLK1 PBD inh,EPAC1 antagonist,EPAC1 ag,IL-2 act,aSyn rescue
NC1=NC(=Nc2ccccc2)c2ccccc21,3%,10,1%,-11%,-2%,-1%,2%,0.1,2%
NC(=O)NC(=O)COC(=O)CNS(=O)(=O)c1ccc(F)c(F)c1F,2%,0,2%,-32%,5%,-21%,2%,-0.7,5%
CSc1ncccc1C(=O)NC1CCN(Cc2ccccc2)CC1,2%,4,-1%,-2%,0%,5%,8%,1.2,-11%
CC1(c2ccccc2)NC(=O)N(CC(=O)NC(=O)NC2CCCC2)C1=O (configuration not stated),2%,-4,2%,1%,-27%,-5%,1%,-2.1,-11%
CC(C)c1ccc(NC2CCCN(C(=O)CN3CCCCC3=O)C2)cc1 (configuration not stated),-7%,-2,6%,9%,2%,7%,-21%,-1.3,-5%
COc1ccc(OC)c(-n2cnc3cc(C(=O)NCCCN4CCOCC4)ccc32)c1,8%,1,0%,7%,-9%,-13%,7%,-0.3,-2%
Cc1ccc(S(=O)(=O)NCC(=O)NNC(=O)c2ccc(Br)cc2)cc1C,1%,1,1%,-8%,-3%,-8%,-4%,0.7,-6%
C=CCN(C(=O)CNC(=O)c1ccco1)C(C(=O)NC1CCCCC1)c1ccc(F)cc1 (configuration not stated),-5%,-5,9%,?,-2%,-5%,5%,-2.8,-7%
Cc1cc(NC(=O)COC(=O)C2CCC(=O)N2)c([N+](=O)[O-])cc1C (configuration not stated),-1%,6,0%,-6%,-5%,-3%,1%,-2.7,-2%
O=S(=O)(Nc1cccnc1Cl)c1ccc(F)cc1,-2%,-1,9%,10%,-3%,-4%,-4%,1.3,-4%
COc1cccc(-n2nnc3c(=O)n(CC(=O)N4CCC(Cc5ccccc5)CC4)cnc32)c1,0%,-1,-2%,·,3%,12%,11%,1.1,4%
Cc1cccc(NC(=O)c2nc(-c3ccccc3)n(-c3ccccc3)n2)c1C,-27%,1,-16%,17%,-2%,-3%,16%,-0.2,-9%
COc1ccc(OC)c(S(=O)(=O)NCCCn2ccnc2)c1,-1%,3,4%,-10%,-17%,12%,4%,1.2,-6%
CC(OC(=O)c1nc(-c2ccccc2)n(-c2ccccc2)n1)C(=O)Nc1cc(Cl)cc(Cl)c1 (configuration not stated),7%,0,?,12%,-7%,-10%,6%,0.1,-1%
CCc1csc(CNC(=O)C2CCC(=O)N(Cc3cccc(OC)c3)C2)n1 (configuration not stated),11%,3,2%,-46%,-8%,9%,13%,1.0,-2%
O=C(CCn1c(=O)sc2ccccc21)Nc1cccnc1,3%,·,3%,-13%,-11%,3%,9%,-1.6,-6%
CCCCN1CC(O)=C(c2nc3ccccc3[nH]2)C1=N,7%,1,-18%,19%,-5%,-15%,-1%,0.9,2%
COc1cccc(N2CCN(c3ccc4nnc(CCC(=O)Nc5ccc(F)cc5)n4n3)CC2)c1,-3%,-3,-1%,13%,-9%,-8%,-3%,-2.0,-1%
CCS(=O)(=O)n1nc(NCc2cccc(OC)c2)nc1NCc1cccc(OC)c1,11%,1,-27%,11%,-8%,-25%,8%,0.1,4%
O=C(O)C1CCN(C(=O)c2cc(F)cc3c2OCOC3)CC1,-4%,5,-13%,1%,-7%,11%,-3%,-0.1,1%
O=C(Cn1ncc2c1-c1ccccc1OC2)Nc1ccc(S(=O)(=O)N2CCCCC2)cc1,1%,6,-8%,?,-16%,-20%,-4%,-2.1,12%
Cc1ccc(S(=O)(=O)N2CCOCC2)cc1NC(=O)CSc1nnc(N)s1,13%,-7,-2%,20%,-1%,-12%,8%,-0.4,-1%
CC(Nc1cc(=O)n(C)c(=O)[nH]1)c1ccccc1 (configuration not stated),-9%,2,-11%,14%,-8%,-7%,2%,-0.1,-3%
